S3 lipid droplet = qHTS Assay for Lipid Storage Modulators in Drosophila S3 Cells; Drosophila S3 cells, BODIPY lipid droplet fluorescence, 18-24 h; cells fed with added oleic acid; lipid storage change, negative = inhibition, % at the top dose, mostly 46.1 µM; hits show Potency in µM; AID 2685; 320,000 compounds, 0.64% hits; active = well fitted inhibition curve with a large enough effect in the signal ratio, with a control signal flat, not every such curve was filed as active; inconclusive = small, poorly fitted or top-dose-only effect, or effect the other way, or a change in a side signal; the % refers to the signal ratio
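Laser-scanning cytometry quantifies lipid droplet accumulation (500–530 nm total intensity; droplet/cell object ratio) in oleic acid-fed (400 uM added) Drosophila S3 cells treated with a concentration series. 20 uM Triacsin C defined 100% inhibition.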
S3 lipid droplet cell count max = second read-out of S3 lipid droplet, no call of its own (marks repeat the call); cell number change, %; measured here: cell count max response;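 cells counted by Cell Tracker Red CMTPX staining in the red channel; peak over a dose series mostly up to 46.1 µM; percent activity relative to internal control wells on each plate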
The depositor's hits bear a star; i = inactive; ? = inconclusive; . = no result given; [ ] = another dose, or the depositor's remark. % is set by controls: 0 for no effect and ±100 for the full control effect; potency is the fitted concentration of half-maximal effect. This is a subset; the hit share may differ from the screen's.

SMILES	S3 lipid droplet	S3 lipid droplet cell count max
CCN(Cc1ccccc1)Cc1c(C)[nH]c2c(C)c(C)ccc2c1=O	?	.
COc1ccc(C2NC(=O)NC(c3ccccc3)=C2c2nc3ccccc3s2)cc1 (stereo not given)	?	.
C/C(=N\NC(=O)Cn1c(-c2ccccn2)nc2ccccc21)c1ccccc1	?	.
Cc1c(NC(=O)c2cc3c(=O)n4ccccc4nc3s2)c(=O)n(-c2ccccc2)n1C	2.6%	1.3
COC(=O)CS(=O)(=O)c1cc(Br)cc2c1N(C(C)=O)CC2	?	.
COc1ccc(C)c2sc(=NC(=O)c3ccccc3)n(C)c12	-2.8%	.
CCN(CC)C(=O)C1CCCN(c2ccc([N+](=O)[O-])cc2)C1 (stereo not given)	16.2%	-13.1
Cc1cccn2cc(CCNS(=O)(=O)c3ccc4c(c3)OCCO4)nc12	?	.
COc1cccc(Nc2nnc(SCc3nc4ccccc4s3)s2)c1	?	.
COc1ccc(CCNC(=O)CC(Cc2ccccc2)C(=O)O)cc1OC (stereo not given)	?	.
CCSc1nnc(-c2sc3nnc(-c4ccccc4)c(-c4ccccc4)c3c2N)o1	?	.
CCOC(=O)c1[nH]c(C)c(C(=O)OCC(=O)N2CCCCC2C)c1C (stereo not given)	i	14.2
CC(C)(C)n1nc2c(c1NC(=O)C1CC(=O)N(c3ccc(Cl)cc3)C1)CS(=O)(=O)C2 (stereo not given)	?	.
CCN(CC)S(=O)(=O)c1ccc(-n2cnc3cc(C)c(C)cc32)nc1	?	.
CC(=O)Oc1ccc(C2(C)CC(C)(C)NC(=S)N2C)c(OC(C)=O)c1 (stereo not given)	?	.
COC(=O)C(NC(C)=O)(Nc1cc(C)ccn1)C(F)(F)F (stereo not given)	-1.5%	20.3
CC(C)C(=O)NCCc1nc2ccccc2n1CCCOc1ccc(Cl)cc1	?	.
O=C(CNC(=O)c1[nH]cnc1C(=O)N[C@@H](Cc1ccccc1)C(=O)OCc1ccccc1)OCc1ccccc1	?	.
COc1cc(CN2CCCC(CO)(Cc3cccc(Cl)c3)C2)cc(OC)c1O (stereo not given)	?	.
O=C(OCC(=O)N1CCc2ccccc21)c1ccccc1F	?	.
CCCC(=O)Nc1ccccc1-c1nnn(CC(=O)Nc2ccc(OC)cc2)n1	?	.
CCOc1ccc2c(c1)C(c1cccs1)=NNC(c1cccnc1)=N2	i	.
Cc1ccc(-n2ncc3c2CC(C)(C)CC3NC(=O)Cc2c(C)noc2C)cc1 (stereo not given)	?	.
COc1cccc(NC(=O)CSc2nncn2N)c1	?	.
CC(NC(=O)c1ccc(S(=O)(=O)N(C)C)cc1)c1ccc(-n2ccnc2)cc1 (stereo not given)	?	.
CC1(C(=O)NCc2ccc(F)cc2)Oc2ccccc2NC1=O (stereo not given)	?	.
COc1ccc([N+](=O)[O-])cc1NC(=O)CCN1CCN(c2ccccc2OC)CC1	?	.
CN1CCN(C(=O)c2cc3nc(-c4ccc(Cl)cc4)cc(C(F)(F)F)n3n2)CC1	?	.
O=[N+]([O-])c1cnc(Nc2ccccc2)nc1Nc1ccccc1	-61.3%	.
O=C(COC(=O)c1ccco1)Nc1ccc2c(c1)OCCO2	1.9%	-8.7
N=c1c[n+](N2CCOCC2)[n-]o1	-2.6%	-17.1
COc1cc(NC(=S)NCCCN2CCOCC2)c(OC)cc1NC(=O)c1ccco1	-21.0%	0.8
O=C(NC(NC(=S)Nc1cccc(C(=O)O)c1)C(Cl)(Cl)Cl)OCc1ccccc1 (stereo not given)	?	.
COC(=O)c1ccc(COc2ccc(C(=O)c3ccccc3)cc2)o1	-6.0%	6.7
CNC(=O)c1ccc(NC(=O)Cc2ccc(S(=O)(=O)N3CCOCC3)s2)cc1	i	.
C=CCn1c(=O)c2ccccc2n2c(SCC(=O)Nc3sc(C(=O)N(CC)CC)c(C)c3C(=O)OCC)nnc12	?	.
O=C(CCSCc1ccccc1Cl)NCc1cccs1	1.7%	0.8
COc1cc(NC(=O)Cn2nc(C(F)(F)F)c3c2CCCC3)cc(OC)c1OC	?	.
COc1ccc(NC(=O)Cn2c(=O)n(Cc3ccco3)c(=O)c3ccccc32)cc1	i	-21.1
C#CCOCCOCCOCCNc1nc(N2CCN(C(=O)[C@H]([C@@H](C)CC)n3cc([C@@H](N)CC(C)C)nn3)CC2)nc(N2CCN(C(=O)[C@H](CCCCN)n3cc([C@@H](N)CO)nn3)CC2)n1	-1.2%	3.9
O=C(NNC(=O)c1cccnc1SCc1cccc([N+](=O)[O-])c1)c1ccc(F)cc1	?	.
Cc1cnc(-c2nnc(N(C)C(=O)c3cccnc3)s2)cn1	?	.
Cc1c(Cl)c([N+](=O)[O-])nn1CCCC(=O)Nc1cccc(Cl)c1	-7.9%	.
Cc1cc2nnc(SCC(=O)N3C(C)CCCC3C)n2c(N)n1 (stereo not given)	i	10.9
O=C(NCCc1ccccc1)C(=O)NCC1OCCN1S(=O)(=O)c1ccccc1 (stereo not given)	-12.9%	-19.1
Cc1ccc(C2=NC3(CCCC3)N=C2SCC(=O)Nc2ccc3c(c2)OCCO3)cc1	?	.
O=C(COC(=O)c1ccc2c(c1)OCO2)Nc1ccccc1F	?	.
CCOc1ccc(=O)n(-c2ccccc2)n1	-3.5%	.
C=CCC1(CC=C)CCCN1C(=O)c1cc(COc2cncc(Cl)c2)on1	?	.
CN(CC(=O)Nc1ccc(F)cc1)C(=O)COC(=O)CNC(=O)c1sc2ccccc2c1Cl	?	.
Additional results.
SMILES	S3 lipid droplet	S3 lipid droplet cell count max
O=C(NNS(=O)(=O)c1ccc(Br)cc1)c1csnn1	?	.
CCCN1CCN(CCCNC(=O)c2cc3c(=O)oc4ccc(C)cc4c3s2)CC1	12.6%	-3.0
CCCn1nc(Oc2nc(NCC)nc(NC(C)C)n2)ccc1=O	-1.5%	-16.1
CCn1c(C)nnc1SCC(=O)Nc1ccccc1OC	-28.1%	-10.6
Cc1cc(C)cc(N(CCC#N)C(=O)COC(=O)CCc2c[nH]c3ccccc23)c1	?	.
Cn1c2c(c(O)c(-c3ccccc3)c1=O)C(=O)CC(C)(C)C2	?	.
CC1=C(C(=O)N(C)C)C(c2cccc(Cl)c2)NC(=O)N1 (stereo not given)	?	.
COc1ccc(C2C(C(=O)NCCN(C)C)c3cc(OC)c(OC)cc3C(=O)N2C)cc1OC (stereo not given)	?	.
COc1ccc(N2C(=NC(=O)c3ccccc3)SC3CS(=O)(=O)CC32)cc1 (stereo not given)	?	.
COc1ccc(N2C(=O)CSC2c2cccc(OC)c2OC)cc1 (stereo not given)	?	.
CC(/C=C/c1ccco1)=N/NC(=O)C1COc2ccccc2O1 (stereo not given)	-2.3%	-7.4
CCN1CCN(c2ccc([N+](=O)[O-])cc2S(=O)(=O)N2CCOCC2)CC1	?	.
O=C1CSc2ccc(C(=O)N3CCN(c4ccccn4)CC3)cc2N1	?	.
CCOc1ccc(-c2c(C(=O)N/N=C/c3ccsc3)nnn2-c2nonc2N)cc1	i	1.5
CCCCCCC(=O)Nc1nc(C)c(-c2csc(Nc3cc(Cl)ccc3C)n2)s1	-8.0%	-16.2
O=C(NC1CCCCCCC1)c1cccs1	-4.3%	14.4
CN(CC(=O)Nc1c(Cl)cccc1Cl)C(=O)CC1Sc2ccccc2NC1=O (stereo not given)	?	.
CCOC(=O)c1c(-n2c(C)cc(C=O)c2C)sc2c1CCCC2	1.5%	10.7
N#Cc1c2n(c(=S)n(-c3ccc(OC(F)F)cc3)c1=O)CCCCC2	-10.5%	-12.4
CCCc1nc2ccccc2c(C(=O)OCC(=O)NCc2ccco2)c1CC	?	.
CCNC(=O)CCS(=O)(=O)c1ccc2ccccc2c1	0.8%	-4.5
O=C(O)CCC(=O)NN1C(=O)c2ccccc2NC1c1ccc(F)cc1 (stereo not given)	?	.
CN(C)S(=O)(=O)c1cccc(NC(=O)COC(=O)COc2ccc(Br)cc2)c1	7.6%	12.1
CCC(=O)c1ccc(OCC(=O)Nc2nn3cnnc3s2)cc1	?	.
CCOC(=O)N1CCC(NS(=O)(=O)c2cc3c(cc2Cl)NC(=O)CO3)CC1	?	.
COC(=O)c1ccc(NC(=O)CN2C(=O)CCC2=O)cc1	?	.
CCO[C@@H]1OC(C(=O)N2CCN(C)CC2)=C[C@H](C(C)(C)C)[C@H]1CCCO	?	.
O=[N+]([O-])c1cc(S(=O)(=O)N2CCOCC2)ccc1OCc1cccc(Cl)c1	?	.
CCc1nc(N2CCN(C(=O)c3ccco3)CC2)c2c3c(sc2n1)CCCC3	-4.8%	10.0
Cc1ccc(S(=O)(=O)N2CCOCC2)cc1C(=O)N1CCN(S(=O)(=O)c2cccs2)CC1	-7.4%	-6.0
CCOC(=O)CC1C(=O)NCCN1S(=O)(=O)c1ccc(F)cc1 (stereo not given)	?	.
CCCCN(CCCC)S(=O)(=O)c1ccc(C(=O)Nc2nnc(CSC)o2)cc1	?	.
Cc1ccc(NC(=O)COC(=O)/C=C/c2ccco2)cc1S(=O)(=O)N(C)C	19.8%	-3.5
Cc1ccc(-n2ncc3c(=O)[nH]c(SC(C)C)nc32)cc1	?	.
Cc1cccc2nc(C(F)(F)F)nc(=O)n12	?	.
COC(=O)C1(Cc2ccccc2)NC(c2ccc(F)cc2)C2C(=O)N(C)C(=O)C21 (stereo not given)	1.1%	5.9
COc1ccc(C2=CC(=O)C=CC2=O)cc1	?	.
CN1CCc2c(sc3c2c(=O)n(-c2ccc(Cl)cc2)c2nncn32)C1	?	.
CCOC(=O)NC(C(F)(F)F)(C(F)(F)F)P(=O)(c1ccccc1)c1ccccc1	?	.
O=C(N/N=C/c1ccc(Br)o1)c1cncc(Br)c1	?	.
CCc1nc(NC(C)(C)C)c2cnn(-c3ccccc3)c2n1	?	.
O=C(O)c1ccc(N=c2oc3cc(O)ccc3cc2C(=O)NCc2ccccc2)cc1	19.1%	-3.1
CC(C)(C)C(=O)Cn1c(=O)n(CC2CCCO2)c(=O)c2ccccc21 (stereo not given)	14.8%	13.4
CC(C)(C)NC(=O)C(c1ccccc1)N(C(=O)c1csnn1)C1CC1 (stereo not given)	8.6%	8.4
O=C(N/N=C1\CC2CC=CC12)c1ccc(Br)cc1 (stereo not given)	?	.
COc1cc(/C=N/O)cc(Br)c1OCc1cccc(Cl)c1	?	.
CN(C)Cc1c(O)ccc2[nH]cnc12	?	.
Cc1ccc(C)c(NC(=O)c2ncn[nH]2)c1	16.6%	7.5
CCOc1ncccc1C(=O)OCC(=O)NC(=O)c1ccccc1	?	.
COc1ccc(CN2CCSCC2)cc1O	?	.

Entries of single compounds as entered above. Order of values: S3 lipid droplet | S3 lipid droplet cell count max
O=[N+]([O-])c1cc(S(=O)(=O)N2CCOCC2)ccc1OCc1cccc(Cl)c1 is listed with ? | .
CCOC(=O)CC1C(=O)NCCN1S(=O)(=O)c1ccc(F)cc1 (stereo not given) is listed with ? | .
COc1ccc(NC(=O)Cn2c(=O)n(Cc3ccco3)c(=O)c3ccccc32)cc1 is listed with i | -21.1
C=CCn1c(=O)c2ccccc2n2c(SCC(=O)Nc3sc(C(=O)N(CC)CC)c(C)c3C(=O)OCC)nnc12 is listed with ? | .

Other compounds.
SMILES	S3 lipid droplet	S3 lipid droplet cell count max
N#CC1(c2c(O)nc3n(c2=O)CCCS3)CCCCC1	?	.
COc1ccc(NS(=O)(=O)NC(=O)c2c(C)n(C)c3ccccc23)cc1	-10.0%	-4.9
O=C(O/N=C/c1ccc2c(c1)OCO2)c1ccc([N+](=O)[O-])cc1	5.6%	5.7
CN(CC(=O)NC1CCCCCC1)S(=O)(=O)c1ccc(F)cc1	?	.
COc1ccccc1OCC(=O)NN=C(Cc1ccccc1)Cc1ccccc1	?	.
Cc1ccccc1NC1=C(Cl)C(=O)N(C2CCCCC2)C1=O	?	.
Cc1ccc(S(=O)(=O)N(C)CC(=O)OCC(=O)Nc2ccccc2)cc1	-14.5%	-12.4
CCOC(=O)c1[nH]c2ccc(F)cc2c1NC(=O)CCN1CCOCC1	0.1%	4.8
Cc1ccc(C)c(N(CC(=O)NC2CCCC2)C(=O)c2cc3cc4cccc(C)c4nc3s2)c1	-19.5%	13.8
O=C(N/N=C\c1ccc(-c2ccc([N+](=O)[O-])cc2)o1)c1ccc2c(c1)OCO2	-8.9%	-5.2
CC[C@]1(c2ccccc2OC)ON(c2ccccc2C(F)(F)F)C1=O	?	.
CC[C@]12CCCN3CCc4c(n(c5ccccc45)C(=O)C1)[C@@H]32	?	.
Cc1cc(C)n(-c2cc(C(C)(C)C)nc3c(-c4ccc(Cl)cc4)cnn23)n1	-2.9%	11.4
NC(=O)CC(NC(=O)Cc1ccc(Cl)cc1)c1ccc(N2CCC(Cc3ccccc3)CC2)c([N+](=O)[O-])c1 (stereo not given)	-13.8%	-6.1
Cc1ccc(C(=O)COC(=O)C(C)N2C(=O)C3C4CCC(C4)C3C2=O)cc1C (stereo not given)	-6.6%	.
Cc1c(C#N)c2ccccc2n1CC(=O)NCCc1c[nH]c2ccccc12	14.5%[9.22 µM]	.
O=C(O)CCC(=O)Nc1ccc(-n2ccc(C(F)(F)F)n2)cc1	-0.1%	10.6

Ordered by value in S3 lipid droplet (lowest first): some entries from above
SMILES	S3 lipid droplet	S3 lipid droplet cell count max
NC(=O)CC(NC(=O)Cc1ccc(Cl)cc1)c1ccc(N2CCC(Cc3ccccc3)CC2)c([N+](=O)[O-])c1 (stereo not given)	-13.8%	-6.1
Cc1ccc(C(=O)COC(=O)C(C)N2C(=O)C3C4CCC(C4)C3C2=O)cc1C (stereo not given)	-6.6%	.
Cc1cc(C)n(-c2cc(C(C)(C)C)nc3c(-c4ccc(Cl)cc4)cnn23)n1	-2.9%	11.4
O=C(O)CCC(=O)Nc1ccc(-n2ccc(C(F)(F)F)n2)cc1	-0.1%	10.6

Screens: PubChem BioAssay, National Center for Advancing Translational Sciences (NCATS)
